Assay outcomes from PubChem.
RMI FANCM FP: RMI-FANCM interaction inhibition. Fluorescence polarization, RMI core complex with F-MM2 peptide; stronger effect = lower value. 70,000 tested, 0.58% active. FP signal (polarization) at 33 µM. AID 1159607; in the data active = FP signal below about 40; note: inactives centre near 61; strong numbers were not always called active; unit not given here
Numbers without * were called inactive; & = joins results of further samples. Not all compounds are listed; count on the stated rates, not on these rows.

RMI FANCM FP | SMILES
128 | COc1ccccc1CNC(=O)Cn1cnc2c([nH]c3ccc(Br)cc32)c1=O
74 | Cc1ccc(C)c2[nH]c(=O)c(CCNC(=O)c3cc([N+](=O)[O-])ccc3Cl)cc12
51 | COc1cccc(OCCOc2cccc(OC)c2)c1
57 | NCCSc1cc(C(F)(F)F)nc2ccccc12
74 | Cc1cc2nnc(Sc3ncnc4scc(-c5ccc(Cl)cc5)c34)n2c2ccccc12
74 | O=C(NCc1ccco1)c1ccc(CNS(=O)(=O)c2cccc(Cl)c2)cc1
66 | COc1cccc(-c2nc(COC(=O)c3nnn(-c4ccc(F)cc4)c3C)c(C)o2)c1OC
69 | CCC(=O)Nc1ccc(SCC(=O)NCC2CCCO2)nn1 (stereo not given)
76 | Cc1ccc2c(CC(=O)NCc3c(F)cccc3F)cc(=O)oc2c1
57 | O=C(O)CCN1CCc2ccccc2C1c1ccncc1 (stereo not given)
69 | O=C(COc1cccc(Cl)c1)NCCOc1ccc2nnc(-c3ccc(F)cc3)n2n1
108 | CN(C)CCCN(C(=O)c1ccc(S(=O)(=O)N(C)Cc2ccccc2)cc1)c1nc2c(F)cccc2s1
75 | O=C(Cc1csc(SCc2ccc(Cl)cc2)n1)Nc1nccs1
66 | O=C(Nc1ccc2c(c1)N(C(=O)c1ccco1)CC2)c1cccc(F)c1
98 | COc1ccc2sc(N(CCCN(C)C)C(=O)c3ccc(C(=O)c4ccccc4)cc3)nc2c1
55 | Cc1ccc(-n2ncc3c(=O)[nH]c(SCC(=O)NCc4ccc5c(c4)OCO5)nc32)cc1
51 | O=C(c1ccco1)N1CCN(c2ccc(-c3ccco3)nn2)CC1
58 | Cc1nn(S(=O)(=O)c2ccc(-c3cc(C(F)(F)F)n(C)n3)s2)c(C)c1Br
109 | O=C(CCn1cnc2c([nH]c3ccc(F)cc32)c1=O)NCc1ccc(Br)cc1
59 | Oc1ccccc1O
76 | COc1ccc(/C=C2\Oc3c4c(cc(C)c3C2=O)OCN(Cc2ccncc2)C4)cc1
70 | O=C(Nc1nnc(-c2ccco2)o1)C1CC(=O)N(c2ccccc2)C1 (stereo not given)
64 | CC(C)CS(=O)(=O)Nc1ccc2c(c1)CCC(=O)N2Cc1ccccc1
59 | Cc1cc([N+](=O)[O-])ccc1NC=C1C(=O)OC(C)(C)OC1=O
64 | Cc1cc(-c2nnc(NC(=O)C3COc4ccccc4O3)o2)nn1C (stereo not given)
112 | COc1ccc(-c2cc3c(SCC(=O)Nc4ccc(Br)cc4F)nccn3n2)cc1
63 | COc1ccccc1C(=O)N1CCCC(c2nnc(-c3cccs3)o2)C1 (stereo not given)
51 | COC(=O)c1cc(S(=O)(=O)Nc2ccsc2C(=O)OC)oc1C
64 | O=C(COc1ccc(Cl)cc1)NCCn1ncccc1=O
50&62 | Cc1onc(-c2c(Cl)cccc2Cl)c1NC(=O)N(C)c1c2c(nn1C)CCCC2
61 | O=C(NCCn1ncc2c(N3CCN(c4ccccc4)CC3)ncnc21)C1COc2ccccc2O1 (stereo not given)
50 | O=[N+]([O-])c1ccccc1S(=O)(=O)NCC(c1cccc2ccccc12)N1CCOCC1 (stereo not given)
64 | CC(=O)Nc1c(C(=O)Nc2ccc(C)c(C)c2)nnn1-c1ccc(C)cc1
55 | CCOc1ccc(NC(=O)C(=O)NCc2ccco2)cc1
55 | O=C(NCCCSc1ccccn1)Nc1ncccn1
65 | O=C(Cc1cccs1)NCCn1ncc2c(=O)n(Cc3ccccc3F)cnc21
72 | Cc1cccc(NC(=O)Cn2ncn3nc4c(c3c2=O)CCCC4)c1
77 | Cn1c(=NC(=S)NC(=O)c2ccc(S(=O)(=O)N3CCCC3)cc2)sc2c3ccccc3ccc21
54 | O=C(Nc1ccc(N2CCCC2=O)cc1)c1cccs1
56 | CCOC(=O)CSC(=NCc1ccccc1)NNC(=O)c1c(C)nc2cc(C)ccn12
60 | Cc1cccc(-c2nc3scc(CCNC(=O)c4ccccc4F)n3n2)c1
58&61 | O=C(c1cccc(CN2CCN(Cc3ccccc3)CC2)c1)N1CCC(O)CC1
77 | Cc1ccc(C)c(NC(=O)CCCn2nc(-c3ccc(F)cc3)ccc2=O)c1
51 | COc1ccc2nc(-c3cccc(NC(=O)Nc4cc(C)ccc4OC)c3)cn2n1
83 | N#Cc1c(S/C=C(\O)c2cc3ccccc3o2)nc2c(c1C(F)(F)F)CCCC2
66 | Brc1ccc2nc(NCc3cccnc3)sc2c1
61 | COC(=O)C1=C(Nc2ccc(OS(=O)(=O)c3ccc(Cl)cc3)cc2)CSC1
149 | Cc1ccc(-c2ccc(N3CCN(S(=O)(=O)/C=C\c4ccccc4)CC3)nn2)c(C)c1
59 | Cc1ccc(N2C(=O)CC(N3C(=O)/C(=C/c4cccc([N+](=O)[O-])c4)SC3=S)C2=O)cc1 (stereo not given)
52 | COc1cccc(C(=O)N2CCN(c3nc4ccc(S(C)(=O)=O)cc4s3)CC2)c1

(further entries)
RMI FANCM FP | SMILES
71 | CCn1c(CO)cnc1SCc1cc(C)ccc1C
58 | Cc1cc(S(=O)(=O)NN(C)c2cccc(Cl)c2C#N)cc(C)c1F
54 | Cc1nc(-c2ccccc2)sc1C(=O)Nc1cccc(C(F)(F)F)c1
62 | COC(=O)Cc1c(-c2ccccc2)c2cc(Br)ccc2[nH]c1=O
68 | O=C(O)c1ccc(CSc2nc(-c3ccccc3)cs2)o1
60 | CCCCOC(=O)c1ccc(NC(=O)c2cc(=O)c(OC)c[nH]2)cc1
76 | Cc1cccc(NC(=O)Cc2ccc(Cl)s2)n1
82 | Cc1cc(C(=O)Nc2nnc(-c3ccc(Cl)cc3Cl)o2)c(C)o1
69 | CN(c1ccc2c(c1)OCO2)S(=O)(=O)c1ccsc1-c1nc(-c2cccc(F)c2)no1
66 | CC(=O)N1CCc2ccc(NC(=O)c3cccs3)cc21
47 | CC(=O)Nc1ccccc1OCC(O)CS(=O)(=O)Cc1ccc(Cl)cc1 (stereo not given)
63 | Nc1c(C(=O)NCc2cccs2)c2nc3ccccc3nc2n1/N=C\c1ccco1
66 | CCOC(=O)C(CC)Sc1ccc(NC(=O)c2cccs2)nn1 (stereo not given)
8* | Cc1nc2cc3ccccc3cc2c(=O)n1/N=C\N(C)C
54 | O=C(Cn1nc(C(=O)Nc2ccccc2)ccc1=O)NCc1ccc2c(c1)OCO2
53 | NC(=O)NC(=O)Cc1nc2ccccc2s1
62 | O=C(CNC(=O)c1ccc(S(=O)(=O)N2CCCC2)cc1)N/N=C\c1ccc(Cl)cc1Cl
55 | CSc1nc(C(N)=O)cc(=O)[nH]1
70 | CC1CN(S(=O)(=O)c2ccc(C(=O)N(CCN(C)C)c3nc4ccc(Cl)cc4s3)cc2)CC(C)O1 (stereo not given)
60 | COc1cc(S(=O)(=O)n2ccc(C)n2)c(C)cc1Br
69 | Cc1ccc(S(=O)(=O)N2CCC(C(=O)Nc3cc(C)nn3C(C)C)CC2)cc1
72 | Cc1cc(NC(=O)CSc2nc(-c3ccc(Br)cc3)nc3c2c(=O)n(C)c(=O)n3C)no1
53 | Cn1nc(-c2ccccc2)cc1N
66 | COc1ccc(-c2cn3c(C(=O)NCc4ccncc4)csc3n2)cc1
64 | COc1coc(C(=O)NCCc2c[nH]c3ccccc23)cc1=O
57 | Cc1n[nH]c(C)c1Sc1ccccc1
62 | Cc1ccc(NC(=O)c2cnc(SCC(=O)c3ccccc3)n(C)c2=O)cc1
56 | NCCCC(N)(C(=O)O)C(F)F (stereo not given)
51 | CCCCC1(CNc2ccc(C)c([N+](=O)[O-])c2)C(=O)N(c2ccccc2)N(c2ccccc2)C1=O
72 | O=C(Cc1csc(SCC(=O)c2ccc3c(c2)OCO3)n1)NC1CCCC1
67 | COc1ccc(S(=O)(=O)Nc2ccc3c(c2)CN(C(=O)c2ccco2)CC3)cc1OC
54 | Cc1cc(N/N=C\c2cccc(Cl)c2)nc2n[nH]c(N)c12
50 | CC(C)(C)NC[C@@H](O)COc1cccc2c1CCCC2=O
66 | O=C(CCCn1nc(-c2ccco2)ccc1=O)NCc1ccco1
47 | COc1cc(/C=C(/C#N)c2nc(-c3cc4c(ccc5ccccc54)oc3=O)cs2)ccc1O
49 | N#CSCOC(=O)Oc1ccc2ccccc2c1
56 | CCN(CC)C(=O)c1[nH]c(C)c(C)c1C
62 | CCCCNc1nc(N)ns1
68 | Cc1ccc(-n2nnc(C(=O)OCc3nc(-c4ccccc4C)oc3C)c2C)cc1
60 | CC1(C)C(=S)NC(c2ccccc2)N1O (stereo not given)
62 | COc1ccc(/C=C/C(=O)n2cnc3ccccc32)cc1S(=O)(=O)N1CCCCC1
60 | Cc1ccc(Sc2c(C)nn(C(=O)c3ccco3)c2C)cc1
58 | CC(NC(=S)Nc1cccc(F)c1)C(c1cccs1)N1CCN(c2ccc(F)cc2)CC1 (stereo not given)
47 | COC(=O)c1c(C(=O)OC)c2n(c1C)CCS2
55 | CN1C2CCC1CC(NC(=O)CS(=O)(=O)c1ccccc1)C2 (stereo not given)
70 | COc1cccc(S(=O)(=O)Nc2cccc(C(=O)N3CCC(Cc4ccccc4)CC3)c2)c1
87 | CCOc1ccc(-c2cc(=O)n(CC(=O)NCCc3ccc(OC)c(OC)c3)cn2)cc1
52 | OCCN1CCN(Cc2cc(Cl)c3cccnc3c2O)CC1
59 | Cc1nc(-c2c(C)oc3cc(O)cc(C)c3c2=O)cs1
74 | COC(=O)c1ccc(C(=O)Nc2nnc(-c3ccncc3)o2)cc1

New compounds follow.
RMI FANCM FP | SMILES
53 | O=C(NCCOc1ccc(-c2ccco2)nn1)c1ccc2c(c1)OCO2
61 | N#C/C(=C\C(=C\N1CCOCC1)c1ccccc1)c1ccccc1
57 | O=[N+]([O-])c1ccc2c(c1)CCN2S(=O)(=O)c1ccccc1
53 | S=c1nc(-c2cc(Cl)cc(Cl)c2)[nH][nH]1
55 | Cc1c(Cl)cccc1N1C(=O)CC(Nc2ccc(N3CCOCC3)cc2)C1=O (stereo not given)
59 | COCCNC(=O)C(=O)Nc1ccccc1C#N
59 | Nc1nnc(SCC(=O)Nc2ccc3c(c2)OCO3)s1
67 | Cc1ccc2cc(CCNC(=O)c3cc(Cl)ccc3Cl)c(=O)[nH]c2c1
55 | Cc1ccc(NC(=O)C(=O)NCc2c(F)cccc2F)c([N+](=O)[O-])c1
107 | CCN(CC)C(=O)Oc1ccc2c(-c3cc4ccccc4oc3=O)cc(=O)oc2c1
60 | Cc1cc(Cl)ccc1Nc1nc(Nc2ccc(F)cc2)nc2nccnc12
55 | CCOC(=O)COc1ccccc1C=C(C#N)C(=O)c1cccs1
61 | Cc1ccc(C)c(S(=O)(=O)NCCc2csc3nc(-c4ccccc4C)nn23)c1
59 | CCNc1nc(NCC)n2c(SCC(=O)c3ccc(OC)c(OC)c3)nnc2n1
-2 | COC(=O)c1ccccc1NC(=O)/C(C#N)=C/c1ccc2noc(-c3ccccc3)c2c1
65 | O=C(CSc1nc2scc(-c3ccc(Cl)cc3)c2c(=O)n1-c1ccccc1)NCC1CCCO1 (stereo not given)
53 | N#CCCn1ncc(C#N)c1-n1cccc1
58 | O=C(Nc1ccc2c(c1)OCO2)N1CCC(c2nnc(-c3ccco3)o2)CC1
59 | CCCC(=O)Nc1ccc2c(c1)CN(S(=O)(=O)CCC)CC2
59 | CCc1ccc(S(=O)(=O)Nc2ccc3c(c2)CCCN3C(=O)c2ccco2)s1
61 | Cc1ccc(-n2ncc3c(SCC(=O)Nc4nc5ccc(C)cc5s4)ncnc32)c(C)c1
73 | N#Cc1ccsc1NC(=O)c1ccc2c(c1)CCCC2
67 | Cc1ccc(C)c2sc(N3CCN(C(=O)C4CCCCN4S(C)(=O)=O)CC3)nc12 (stereo not given)
71 | COc1ccccc1-n1ncc2c(=O)[nH]c(SC)nc21
76 | CCOC(=O)c1ccc2c(c1)sc(=NC(=O)c1cccc(S(=O)(=O)CC)c1)n2CC
59 | Oc1c(C(Nc2nccs2)c2ccc(F)cc2)ccc2cccnc12 (stereo not given)
58 | O=C(Oc1ccccc1)Oc1ccc2ccc(=O)oc2c1
61&54 | COc1ccc(CCN2C(=O)c3cccc4cc([N+](=O)[O-])cc(c34)C2=O)cc1OC
60 | Cc1nc2c(ccc3nc(NC(=O)C4=CC5C=C([N+](=O)[O-])C=CC5S4)sc32)s1 (stereo not given)
74 | COc1ccc2nc(N(CCCN(C)C)C(=O)c3ccno3)sc2c1
61 | CCOc1cc(-c2nnc(NC(=O)C(c3ccccc3)c3ccccc3)o2)cc(OCC)c1OCC
63 | O=C(/C=C/c1ccco1)N1CCc2cc(S(=O)(=O)NC3CCCC3)ccc21
51 | Cc1ccc(Nc2nc(NCCO)nc(N)c2[N+](=O)[O-])cc1C
